aDG glyco up – alpha-DG glycosylation activation | activation, % at 10 µM | AID 624168 | Pro5-aDG cells, alpha-DG glycosylation AlphaScreen (IIH6); 0% Pro5, 100% B10-LARGE cell signal | actives 0.22% (n = 360,000);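 active = activation of at least 8% versus controls, or a plate z-score of at least 8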;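 also: Pro5 are CHO cells carrying HIG-tagged alpha-DG that lacks glycosylation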
Granule exo inh – lytic granule exocytosis inhibition. inhibition, % at 10 µM. TALL-104 LAMP-1 surface exposure, flow cytometry; cells stimulated with thapsigargin and PMA. actives 0.66% (n = 360,000);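 active = inhibition above about 55%, limit read from the data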
NR2E3 ag-1 – agonists of human nuclear receptor NR2E3 | GST-NR2E3/biotin-RetCOR TR-FRET, 1536-well | AID 2300 | inhibition of corepressor binding, % at 4.78 µM | actives 0.12% (n = 320,000);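 active = percent inhibition above the cutoff of mean plus 3 SD of all tested compounds, set per screening campaign, cut at about 20% in these data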;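 also: 0% = DMSO wells and 100% = biotin wells as full block of FRET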
Target sequence (Q9Y5X4 whole entry, looked up): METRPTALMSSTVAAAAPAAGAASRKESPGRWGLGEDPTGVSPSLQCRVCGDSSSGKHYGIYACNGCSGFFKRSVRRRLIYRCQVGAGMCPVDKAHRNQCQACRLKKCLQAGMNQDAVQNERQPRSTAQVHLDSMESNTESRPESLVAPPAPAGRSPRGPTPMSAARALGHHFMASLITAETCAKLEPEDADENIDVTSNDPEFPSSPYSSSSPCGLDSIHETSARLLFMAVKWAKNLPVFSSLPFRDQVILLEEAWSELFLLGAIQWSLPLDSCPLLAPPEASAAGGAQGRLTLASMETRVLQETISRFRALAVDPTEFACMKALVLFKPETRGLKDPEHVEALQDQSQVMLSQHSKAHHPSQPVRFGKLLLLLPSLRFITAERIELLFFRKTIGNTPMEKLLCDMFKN
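Material: NR2E3–RetCOR corepressor complex / Incubation: Compound–protein incubation for 5 h at 4 °C / Dosing: compound at 4.8 µM, single dose / Detection: time-resolved FRET / Benchmarks: high control biotin, low control 0.6% DMSO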
TRPM1 prom inh – MITF TRPM1 promoter inhibition in SK-MEL-5 cells; SK-MEL-5 TRPM1 promoter luciferase, 24 h; inhibition, % at 12.5 µM; actives 0.83% (n = 330,000);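 active = mean inhibition across replicates of 60% or more, whatever share of single replicates reaches that level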; also: values of inactives mirror those of a sister screen read the other way
CaV13 FRET inh – Disruptors of the CACNA1D IQ motif to Ca2+-dependent inactivation inhibitor domain association, primary screening, Förster resonance energy transfer in intact living … | inhibition, % at 12.3 µM | AID 743397 | actives 0.098% (n = 340,000) | HEK cells, CFP/YFP FRET ICDI-IQ, plate reader, 10 min; percent FRET-ratio fall versus neutral wells;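 active = mean replicate inhibition of at least 30% and at least 1% of replicates passing that level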;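 also: 0% = median of the neutral control wells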
HIF-2a block – inhibitors of HIF-2a; AID 624352; 786-0 RCC cells HIF-2a reporter, luciferase luminescence, overnight; inhibition, % at 18.8 µM; actives 0.72% (n = 360,000);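 active = inhibition of the luminescence signal of 40% or more relative to plate controls, in a single-dose primary screen at 18.75 µM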
NR2E3 ag-2 – agonists of human NR2E3 nuclear receptor; Q9Y5X4; AID 602229; actives 0.35% (n = 360,000); inhibition of corepressor binding, % at 3.98 µM; CHO-S Gal4-NCOR/VP16-NR2E3 two-hybrid, luciferase;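 active = inhibition above the mean of all tested compounds plus 3 SD, cut at about 70% in these data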;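 also: 0% = DMSO with NR2E3 transfected cells and 100% = cells lacking NR2E3 construct; higher means lower luciferase signal from less NR2E3 corepressor binding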
Peg3 promoter – inhibitors of Peg3 promoter | HeLa PEG-Prom luciferase reporter, luminescence, overnight | inhibition, % at 20 µM | actives 1.7% (n = 360,000);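 active = inhibition of at least 50% at 20 µM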
Vif imaging – blocks HIV Vif function | actives 0.35% (n = 340,000) | inhibition, % at 7.49 µM | HEK293T cells, Vif self-association by quenched fluorescence, imaging, 24 h; in the data active = inhibition above about 50%, passing the limit was not always enough; also: some results filed as inactive read as strong as hits
iPSC survival up – enhancers of human iPSC single-cell survival. actives 0.044% (n = 360,000). AID 602274. survival enhancement, % at 20 µM. hiPSC single-cell survival, ATPlite luminescence; 100% = ROCK inhibitor wells, 0% = DMSO; in the data active = survival enhancement above about 18%;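 also: cells exposed to compounds for 16 hours before the ATP read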
PDI inh – blocks human protein disulfide isomerase activity | P07237 | PDI insulin aggregation turbidity, A650, 90 min | inhibition, % at 10 µM | actives 0.052% (n = 350,000);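 active = mean inhibition across replicates of 30% or more, whatever share of single replicates reach that level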;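 also: absorbance from insulin aggregation driven by PDI reduction with DTT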
Target sequence (P07237 whole entry, looked up): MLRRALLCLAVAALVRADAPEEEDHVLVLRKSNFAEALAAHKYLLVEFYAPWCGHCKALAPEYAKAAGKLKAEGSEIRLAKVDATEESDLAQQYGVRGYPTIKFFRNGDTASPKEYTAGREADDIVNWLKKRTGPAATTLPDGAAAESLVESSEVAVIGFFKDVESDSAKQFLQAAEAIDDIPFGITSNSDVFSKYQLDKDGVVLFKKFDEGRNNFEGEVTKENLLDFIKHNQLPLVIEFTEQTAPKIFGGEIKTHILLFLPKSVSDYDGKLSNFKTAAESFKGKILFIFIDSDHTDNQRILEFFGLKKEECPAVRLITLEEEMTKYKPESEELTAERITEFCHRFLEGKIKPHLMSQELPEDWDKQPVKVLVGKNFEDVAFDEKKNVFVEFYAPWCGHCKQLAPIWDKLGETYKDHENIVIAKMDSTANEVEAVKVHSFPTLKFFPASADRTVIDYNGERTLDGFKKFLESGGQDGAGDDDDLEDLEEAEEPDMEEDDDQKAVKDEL
* = called active by the depositor; . = not tested or not shown.

SMILES	aDG glyco up	Granule exo inh	NR2E3 ag-1	TRPM1 prom inh	CaV13 FRET inh	HIF-2a block	NR2E3 ag-2	Peg3 promoter	Vif imaging	iPSC survival up	PDI inh
O=C(NCc1ccccc1Cl)c1ccc(CS(=O)Cc2ccc(Cl)cc2)o1 (configuration not stated)	-0.1	0	0	2	-3	4	0	8	-12	0.0	-4
CCN1CCN(c2ncc(C(=O)Nc3ccccc3C(=O)OC)c3ccccc23)CC1	0.8	0	-1	-16	-4	19	-15	40	.	-1.8	26
O=C(c1cccc(F)c1)N1CCCC(C(=O)N2CCCCCC2)C1 (configuration not stated)	-0.1	-6	-2	9	-6	15	1	6	6	0.1	-2
COc1ccc([C@@H]2[C@@H]3C(=O)N(C(C)(C)C)C(=O)[C@@H]3[C@]3(Cc4ccc(Cl)cc4)C(=O)N(c4cccc(F)c4)C(=O)N23)cc1	1.0	-4	1	-3	-5	12	-15	-4	-3	0.2	-2
CCN1CCN(C(=O)Cn2nc(C)c3sc4ccccc4c3c2=O)CC1	-0.1	0	4	0	-2	0	-3	-6	-11	-0.5	-11
CCOC(=O)c1c(NC(C)=O)sc(C(=O)NC2CCCC2)c1C	-0.1	-15	3	10	-4	-15	-13	-5	-9	-0.4	0
N#Cc1cn(CCCOc2ccccc2)c2ccccc12	-0.1	67*	-3	7	.	-109	-16	-40	.	-2.3	0
CCc1ccccc1NC(=O)C1CCN(S(=O)(=O)c2ccc(N3CCCC3=O)cc2)CC1	0.3	-5	.	.	-11	3	7	14	-6	-1.4	6
CC1CCCC(C)N1C(=O)COc1ccccc1F (configuration not stated)	0.6	-1	1	7	7	4	-6	5	1	0.2	1
Cc1ccc2nc3c(c(C(=O)OC4CCOC4=O)c2c1)CCCC3 (configuration not stated)	0.2	2	0	1	-5	19	-11	11	9	0.3	-3
COc1ccc(OC)c(C(=O)c2coc3ccc(O)c(CN(C)C)c23)c1	0.1	7	8	-9	-6	23	-21	7	13	-0.1	-2
Cc1nc(-c2ccc(C(=O)Nc3cccc(Br)c3)cc2)cs1	2.2	3	1	-21	-2	-268	-183	-250	-2	-5.3	5
Cc1cc(Nc2cccc(Br)c2)c2ccccc2n1	0.5	23	1	21	-6	26	25	11	-11	-0.9	-2
CCOC(=O)c1c(S(=O)(=O)Nc2ccc(F)cc2Cl)c(C)n(C)c1C	-0.4	-2	1	10	-5	5	-3	16	-2	-0.1	-7
COc1cc(/C=C/C(=O)N(C)CC(=O)Nc2ccccc2SC)cc(OC)c1OC	-0.1	-14	.	5	-6	9	1	2	6	-0.2	0
O=C(OCC(=O)c1ccc[nH]1)c1ccc(Br)cc1	0.4	1	3	.	-2	-43	12	-68	3	-0.9	26
Cc1cc(C)nc(N2CCN(S(=O)(=O)c3ccc(F)cc3)CC2)n1	0.0	0	-1	-6	-2	20	-27	8	-2	-0.3	-3
COc1ccc(-c2csc(C(O)c3ccccc3)n2)cn1 (configuration not stated)	0.0	23	.	.	.	-232	-37	-233	.	1.0	0
COc1ccc(S(=O)(=O)N(C)C)cc1NC(=O)COC(=O)c1nc2nccc(C)n2n1	-0.1	-11	-4	1	-4	18	-5	14	-2	1.0	-5
COc1ccc(CCN2CC(C(=O)Nc3ccc4c(c3)OCO4)CC2=O)cc1OC (configuration not stated)	0.2	-4	1	3	3	2	-27	1	6	1.9	-4

Molecules listed so far that contain bromine, in the order listed:
SMILES	aDG glyco up	Granule exo inh	NR2E3 ag-1	TRPM1 prom inh	CaV13 FRET inh	HIF-2a block	NR2E3 ag-2	Peg3 promoter	Vif imaging	iPSC survival up	PDI inh
Cc1nc(-c2ccc(C(=O)Nc3cccc(Br)c3)cc2)cs1	2.2	3	1	-21	-2	-268	-183	-250	-2	-5.3	5
Cc1cc(Nc2cccc(Br)c2)c2ccccc2n1	0.5	23	1	21	-6	26	25	11	-11	-0.9	-2
O=C(OCC(=O)c1ccc[nH]1)c1ccc(Br)cc1	0.4	1	3	.	-2	-43	12	-68	3	-0.9	26

Carrying on.
SMILES	aDG glyco up	Granule exo inh	NR2E3 ag-1	TRPM1 prom inh	CaV13 FRET inh	HIF-2a block	NR2E3 ag-2	Peg3 promoter	Vif imaging	iPSC survival up	PDI inh
COc1ccc(CC(=O)N2CCN(C(=O)Cc3ccc(OC)c(OC)c3)CC2)cc1OC	-0.3	3	.	.	-7	15	-4	5	3	-2.7	1
Cc1c(OCC(=O)NCc2ccccn2)ccc2c(-c3ccccc3)cc(=O)oc12	-0.1	0	-3	-6	.	-8	-10	-16	-1	4.8	.
Cc1cccc(C(C)C)c1NC(=O)Cc1ccc(S(=O)(=O)N2CCOCC2)s1	-0.2	0	5	11	-6	2	29	-4	8	-0.2	4
COc1ccc(-c2csc(C(O)c3ccccc3)n2)cc1 (configuration not stated)	-0.1	6	.	.	-4	-270	-88	-275	-13	0.2	-13
O=C(Cn1nc(C(F)F)cc1C(F)F)NNC(=S)Nc1ccc(F)cc1	-0.1	0	2	2	-4	14	-2	9	10	-2.4	-7
CC1(C)Cc2cccc(OCC(=O)NCCOc3ccccc3)c2O1	0.6	-1	-3	10	-5	6	2	9	-6	-0.2	-2
Cc1cc(N/N=C/c2cccc([N+](=O)[O-])c2)nc(-n2nc(C)cc2C)n1	-0.3	1	-4	23	-5	3	15	9	0	-0.4	-1
Cc1cccc(C)c1NC(=O)CNC(=O)CNC(=O)c1ccc2c(c1)OCO2	-0.3	1	5	-3	-6	7	13	0	-7	-0.2	4
CCOC(=O)c1c(S(=O)(=O)N2CCCC(C(=O)Nc3ccc(C)cn3)C2)c(C)n(C)c1C (configuration not stated)	2.5	-12	4	7	-12	11	-28	3	-3	0.1	5
COc1cc(C(=O)NCc2cccc(Cl)c2)ccc1OCC(=O)N1CCOCC1	-0.2	0	-4	-10	-5	3	-26	19	-1	0.1	1
Cc1ccc(NS(=O)(=O)c2ccc3c(c2)CC(=O)N3)c(C)c1	-0.2	2	0	.	-7	9	10	-1	13	31*	.
CN(C)CCNC(C(=O)Nc1cccc(S(=O)(=O)N2CCOCC2)c1)c1ccccc1 (configuration not stated)	0.1	-2	5	-2	-2	4	-11	0	1	3.3	1
CCN(CC)CCNC(=O)Cn1nc(Cc2ccncc2)c2ccccc2c1=O	-0.1	5	-1	-1	-4	6	-16	-1	-2	-0.5	3
O=C(Nc1nccs1)C1CC(=O)N(CCc2ccccc2)C1 (configuration not stated)	0.1	-3	.	2	-6	9	11	6	-3	-0.6	-1
CC(=O)OCC(=O)C12OC(C)(C)OC1CC1C3CC=C4CC(O)CCC4(C)C3CCC12C (configuration not stated)	-0.2	-1	.	5	-7	5	-14	7	-13	-1.5	-2
COC(=O)c1ccc(S(=O)(=O)c2ccc([N+](=O)[O-])cc2)cc1	0.3	6	2	5	-13	-2	-26	-6	-7	-0.3	-7
O=C(CCN1CCOCC1)N/N=C/c1cc(Br)cc(Br)c1O	1.0	-2	-3	38	-6	5	-14	27	19	0.8	12
Cc1cc(=O)oc2c(C)c(OCC(=O)NC3CCN(Cc4ccccc4)CC3)ccc12	0.0	7	-2	-8	-16	-5	11	-10	-9	0.1	-3
O=C(O)c1cc2ncc(CCO)cn2n1	0.2	1	7	11	6	7	-16	8	-1	-1.8	8
O=C(CN1CCN(S(=O)(=O)c2ccc(Cl)cc2)CC1)NC(=O)NC1CCCCC1	0.3	0	2	13	-4	12	8	10	-11	-0.2	7
Cc1ccc(C(=O)NC2CCN(CC(=O)Nc3c(C)cc(C)cc3C)CC2)cc1	0.0	-3	0	11	-2	17	-18	17	24	-0.6	1
CC(C)CC(=O)Nc1ccc(C(=O)COC(=O)Cc2n[nH]c(=O)c3ccccc23)cc1	-0.1	-2	4	0	-3	6	0	8	11	4.2	-7
O=C(COC(=O)C1CC1)Nc1ccc(Cl)cc1Cl	-0.2	7	1	-7	-6	-14	13	-11	0	-0.1	6
COc1ccccc1Oc1nnnn1-c1ccc(C(N)=O)cc1	-0.1	-3	4	13	-7	-19	-3	4	.	0.2	6
Cc1cc(C)nc(NC(=O)COc2cc(Cl)cc(Cl)c2)n1	0.2	-2	1	-10	-3	3	-3	-3	1	-2.0	-4
CCOC(=O)c1c(NC(=O)COC(=O)c2nc(Cl)ccc2Cl)sc(C(=O)NC)c1C	-0.2	11	-3	-3	-2	9	-11	11	-2	-0.1	-1
COc1ccc(OC)c(NC(=O)COC(=O)CCc2ccc(S(=O)(=O)N3CCOCC3)cc2)c1	-0.1	-7	.	-7	-7	-11	-36	-18	8	-1.3	-6
O=C(COc1ccccc1F)Nc1ccc2c(c1)OCCO2	0.0	-8	4	-76	-7	-131	74*	-133	-3	-0.2	-6
COc1ccc(/C=N\NC(=O)c2cccc(Br)c2)c(OC)c1	0.1	5	2	6	7	19	16	10	4	2.2	-9
CCCOc1ccc(/C=N/NC(=O)C2CC2)c(OCCC)c1	0.1	2	-2	-7	-4	8	-22	-4	1	2.3	6
O=C(N/N=C/c1cccc(Oc2ccccc2)c1)c1cc[n+]([O-])cc1	0.1	0	6	-15	-4	13	5	0	0	0.7	15
COc1ccc(CC(C)N2CCN(Cc3ccccc3)CC2)c(OC)c1 (configuration not stated)	0.2	2	5	-2	-8	10	-4	-6	-5	-1.6	4
CN(Cc1c(F)cccc1Cl)S(=O)(=O)c1cccs1	0.1	-8	4	2	-3	-3	-52	14	0	-0.2	-9
COc1cc(/C=N\Nc2ccc([N+](=O)[O-])cc2)ccc1OCC(=O)Nc1ccc(C)c(C)c1	0.3	-7	.	9	-7	-7	0	-3	-12	0.5	-4
O=C(Nc1ccccc1)C1CC=CCC1C(=O)OCC1CCCO1 (configuration not stated)	-0.1	-2	5	-3	-6	-1	4	3	-3	-4.3	7
O=C(c1cccc(Oc2ccccc2)c1)N1CCOCC1	-0.3	14	0	-13	.	3	6	-4	-4	0.1	-3
CCc1cc(=O)oc2cc(OCC(=O)N3CC[C@@]4(O)CCCC[C@H]4C3)ccc12	0.9	3	3	5	.	9	-3	15	-4	-2.0	.
O=C(C1=C[C@@H](c2coc3ccccc3c2=O)C[C@@H](OCc2ccc(CO)cc2)O1)N1CCOCC1	0.0	-5	0	.	-9	7	19	12	6	-2.6	-2
O=C(N/N=C/C=C/c1ccccc1[N+](=O)[O-])c1cc(-c2ccccc2)n[nH]1	-0.2	-1	1	9	-2	-8	-44	-15	0	-0.9	-5
CN(Cc1ccccc1)C(=O)c1nc2ccccn2c1CN1CCc2sccc2C1	0.2	37	3	4	-7	17	-17	30	-2	-1.0	-18
COc1ccc(-c2csc(NC(=S)NC(=O)c3ccco3)n2)cc1	-0.5	-1	5	-7	-6	-15	-3	25	7	-3.8	-3
CCOC(=O)Cc1nnc(NC(=O)CCc2ccccc2)s1	0.0	-6	-1	2	-7	12	-4	6	-17	1.7	-1
CC(=O)Nc1sc(C)c(C)c1C(=O)OCC(=O)Nc1ccccc1	0.2	-7	4	-17	-6	-37	-38	18	-9	-3.3	-6
COc1ccc(-c2ccnc3nc(Sc4ncc(C(F)(F)F)cc4Cl)nn23)cc1	0.1	2	-2	6	-7	2	12	12	-5	-1.8	-3
